High-throughput results as filed in PubChem.
TRb-SRC2 inh: inhibitors of human thyroid hormone receptor beta-SRC2 interaction; P10828; TRbeta-SRC2 peptide binding, fluorescence polarization; receptor liganded with 1 µM T3; Potency, µM (series often up to 106 µM), for inactives: at the top dose activity change, negative = inhibition, actives largely listed as inhibitors; hit rate 0.065% among 280,000;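 note: plate controls were bound peptide for no effect and peptide without receptor for full effect; nearly all actives have a fitted effect of over 50% in size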
Target sequence (P10828 whole entry, looked up): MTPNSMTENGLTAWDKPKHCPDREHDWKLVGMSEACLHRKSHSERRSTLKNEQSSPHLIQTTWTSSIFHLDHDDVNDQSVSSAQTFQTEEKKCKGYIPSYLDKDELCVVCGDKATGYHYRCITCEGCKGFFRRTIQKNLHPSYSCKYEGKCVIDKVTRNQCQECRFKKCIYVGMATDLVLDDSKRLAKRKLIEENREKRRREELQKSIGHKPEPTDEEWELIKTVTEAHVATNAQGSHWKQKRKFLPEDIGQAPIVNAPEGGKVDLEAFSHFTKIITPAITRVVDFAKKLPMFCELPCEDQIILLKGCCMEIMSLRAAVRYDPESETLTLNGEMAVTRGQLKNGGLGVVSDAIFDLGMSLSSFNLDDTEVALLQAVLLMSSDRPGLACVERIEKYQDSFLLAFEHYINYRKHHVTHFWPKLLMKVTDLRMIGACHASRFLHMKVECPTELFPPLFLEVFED
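Assay buffer: 20 mM Tris-HCl, 100 mM NaCl, 10% glycerol, 1 mM EDTA, 0.01% NP-40, 1 mM DTT, 1 uM T3, 5% DMSO; TRb LBD 0.6 uM, Texas Red SRC2 20 nM; FP after 5 hr.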
RECQ1 helicase: RECQ1 (human) helicase inhibition. hit rate 0.54% among 240,000. AID 2549. Potency, µM (highest dose often 57.3 µM), for the others: at the top dose activity, negative = inhibition, usual class: inhibitors. RECQ1 DNA unwinding, red fluorescence kinetic read. P46063;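 note: plate controls were vehicle for no effect and no enzyme for full effect; nearly all actives have a fitted effect of over 30% in size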
Target sequence (P46063 whole entry, looked up): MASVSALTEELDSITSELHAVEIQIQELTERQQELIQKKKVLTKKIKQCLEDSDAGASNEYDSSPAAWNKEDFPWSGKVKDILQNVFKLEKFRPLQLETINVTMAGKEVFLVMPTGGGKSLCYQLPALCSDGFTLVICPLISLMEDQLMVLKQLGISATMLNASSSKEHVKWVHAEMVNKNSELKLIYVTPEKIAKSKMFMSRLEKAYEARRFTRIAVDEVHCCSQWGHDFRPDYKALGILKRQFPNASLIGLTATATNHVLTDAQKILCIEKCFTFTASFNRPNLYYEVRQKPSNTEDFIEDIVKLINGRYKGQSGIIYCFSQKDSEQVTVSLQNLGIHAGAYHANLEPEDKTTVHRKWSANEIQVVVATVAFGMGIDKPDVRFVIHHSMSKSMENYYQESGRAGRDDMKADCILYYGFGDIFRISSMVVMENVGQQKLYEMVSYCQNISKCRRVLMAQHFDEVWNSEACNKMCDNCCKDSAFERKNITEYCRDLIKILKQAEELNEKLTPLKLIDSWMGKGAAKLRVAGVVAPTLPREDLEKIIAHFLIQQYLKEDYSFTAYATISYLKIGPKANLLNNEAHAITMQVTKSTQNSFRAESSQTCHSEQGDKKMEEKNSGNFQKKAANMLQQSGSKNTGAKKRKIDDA
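RECQ1T1 50 nM; forked duplex (20 bp + 30-nt ss tails) 200 nM, ATP 2 mM final; pH 8.0, 2 mM MgCl2, 2.5 ug/ml poly(dI-dC); 15 min compound preincubation; discontinuous kinetic read over 2 h at RT.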
GAA glycogen mod: inhibitors or activators of human alpha-glucosidase glycogen cleavage; P10253; recombinant GAA, glycogen substrate, Amplex Red glucose oxidase fluorescence; Potency, µM (top dose mostly 76.4 µM), inactives show top-dose activity change, negative = inhibition, most hits filed as inhibitors; hit rate 0.38% among 300,000;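 note: 0% = full enzyme reaction and -100% = no-enzyme basal signal; the screen sought inhibitors and activators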
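qHTS, 1536-well; enzyme 4 nM final; cpd up to 77 uM; substrate bovine liver glycogen 30 ug; 50 mM citrate/phosphate pH 5.0, 0.01% Tween-20; 37 C, 40 min; Amplex Red detection 45 min RT; Hill fit → AC50.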
GAA inh: blocks human lysosomal alpha-glucosidase. P10253. Potency, µM (titrated, usually from 76.9 µM), for the others: at the highest dose activity change, negative = inhibition, actives largely listed as inhibitors. hit rate 0.005% among 200,000. purified human GAA, 4-MU-alpha-glucoside fluorescence. AID 1466;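 note: plate controls were uninhibited enzyme wells for no effect and no-enzyme background for full effect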
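Human alpha-glucosidase, 4 nM, pre-mixed with test compounds before 400 uM 4-methylumbelliferyl substrate; 20 min room temperature at pH 5.0. Fluorescence read after pH 10 stop; AC50 values from Hill-equation fits.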
RGS12 GoLoco inh: inhibitors of human Gai1-RGS12 GoLoco interaction (red fluorophore) | P63096 | Gai1:RGS12 GoLoco peptide FP, rhodamine, 10 min | Potency, µM (highest dose often 61.6 µM), for inactives: at the highest dose activity, negative = inhibition, usual class: inhibitors | hit rate 0.44% among 230,000; active = well fitted inhibition curve with a large enough effect, not every such curve was filed as active; inactive = no such curve, though single readings can be large or run the other way; note: nearly all actives have a fitted effect of over 30% in size; many of its hits are not listed in these tables
TR SRC2 fluor cs: counter-screen for TRb-SRC2 inhibitors: fluorescence interference; Potency, µM (top dose mostly 106 µM), for the others: top-dose fluorescence change, negative = quenching; AID 1479; hit rate 0.29% among 280,000; TRb/SRC2 Texas Red total fluorescence interference; active = well fitted curve in either direction with a large enough effect; inconclusive = small, poorly fitted or top-dose-only effect
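Human TRβ ligand-binding domain (0.6 uM) and Texas Red SRC2 peptide (20 nM) in Tris buffer with 1 uM T3 and 5% DMSO were incubated with pinned compound for 5 hr at ambient temperature. Total fluorescence was computed as S + 2P (555/632 nm).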
aGlu spleen mod: inhibitors or activators of human alpha-glucosidase in spleen homogenate; human spleen homogenate, 4-MU-alpha-glucoside fluorescence; Potency, µM (top dose mostly 79.9 µM), without a hit: top-dose activity change, negative = inhibition, usual class: inhibitors; hit rate 0.006% among 240,000; AID 2112;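 note: 0% = enzyme with vehicle and -100% = no enzyme basal signal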
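Compounds were titrated against alpha-glucosidase in spleen homogenate at pH 5.0, with 1 mM 4-methylumbelliferyl substrate for 40 min at 37 C. Reactions were quenched with pH 10 NaOH/glycine and fluorescence measured.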
L3MBTL1 block: inhibitors of human L3MBTL1 | Q9Y468 | AlphaScreen L3MBTL1–H3K9me1 peptide binding | Potency, µM (series often up to 57.1 µM), without a hit: at the top dose activity, negative = inhibition, hits mostly inhibitors | hit rate 0.66% among 230,000; note: nearly all actives have a fitted effect of over 60% in size
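AlphaScreen proximity signal between nickel-chelate acceptor and streptavidin donor beads (final 10 ug/mL) reports binding of 50 nM L3MBTL1 to 75 nM biotin-H3 K9me1 peptide; complex incubated with compounds 30 min at room temperature; cefsulodin titration as control.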
* = called active by the depositor; i = inactive; ? = inconclusive; / = no result given; & = joins results of further samples; [ ] = dose if it differs, or a comment. Unless noted, calls come from the whole dose curve; as a rule, active = well fitted curve in the direction sought with a large enough effect; inconclusive = small, poorly fitted or top-dose-only effect, or another doubt; inactive = no such curve, though single readings can be large; an effect the other way counts as inactive or inconclusive. Unless noted, % is set by controls: 0 for no effect and ±100 for the full control effect; potency is the fitted concentration of half-maximal effect. An excerpt, so the mix of outcomes need not match the whole.

Every second line gives: TRb-SRC2 inh, L3MBTL1 block, aGlu spleen mod, RGS12 GoLoco inh, RECQ1 helicase, GAA inh, GAA glycogen mod, TR SRC2 fluor cs
#1 CCn1c(=O)c2ccccc2n2c(SCC(=O)N3CCc4ccccc4C3)nnc12
    -14%, 10%, -6%, -1%, 5%, 3%, 0%, -2%
#2 COc1ccccc1N1CCN(C(=O)COc2ccc(Cl)cc2Br)CC1
    -3%, -9%, 2%, -11%, i, -11%, -8%, 0%
#3 CN(C)CCCNC(=O)CCC1CCCCC1
    -2%, -5%[11.4 µM], 5%, 10%, 0%, 2%, 1%, -5%
#4 O=S(=O)(Nc1ccc(Cc2ccncc2)cc1)c1ccc(Cl)c(Cl)c1
    -5%, -2%, -1%, -2%, -4%, -2%, -19%, -1%
#5 CCOC(=O)c1sc2ncnc(N3CCN(c4ccc(OC)cc4)CC3)c2c1C
    -8%, 0%, -4%, 5%, 3%, -11%, -1%, -2%
#6 CCOC(=O)N1CCN(C(c2ccccc2)c2sc3nc(C)nn3c2O)CC1 (centres undefined)
    8%, 23%, -1%, 2%, -13%, -4%, 2%, 1%
#7 Cc1ccccc1-n1c(SCC(=O)N2CCCC2)nnc1-c1ccccn1
    0%, ?, 2%, -8%, 10%, -3%, ?, 2%
#8 CC(/C=C/c1ccccc1)=N\Nc1nc(C)cc(C)n1
    -6%, -11%, 0%, 9%, -8%, -1%, ?, -4%
#9 CC(=O)CSc1nnc2cc(C)c3ccccc3n12
    0%, -2%, 2%, 3%, i, -1%, 2%, -1%
#10 O=C(O)c1cccc(NC(=S)NC(=O)c2ccc(-c3ccccc3)cc2)c1
    -7%, -10%, -2%, 8%, i, -1%, 9%, 1%
#11 Cc1cccc(N2CCN(c3nc4ccccc4n4cnnc34)CC2)c1C
    4%, 3%, -14%, 14%, -4%, -4%[15.4 µM], 9%, -4%
#12 COc1ccc(N2CCN(C(=O)CCCCn3c(=O)[nH]c4ccsc4c3=O)CC2)cc1
    3%&-2%, -2%, 5%, 3%, ?, 4%, -11%, -3%&-4%
#13 Cc1ccc(Nc2nc(N)c(C#N)c(CC#N)c2C#N)cc1
    2%, 10%, 4%, 1%, i, 11%, 6%, -1%
#14 N/C(=N\OC(=O)/C=C/c1ccccc1)c1ccccc1
    -6%, /, 4%, 5%, -15%, 10%, 3%, -8%
#15 CCC(=O)Nc1cc(-c2nn(C)c(=O)c3ccccc23)ccc1OC
    -3%, /, -2%, 5%, -3%, -1%, 2%, -4%
#16 Nc1nnc(Cc2c[nH]c3ccccc23)s1
    0%, -7%, 2%, 7%, -5%, 0%, -12%, 2%
#17 N#CC12COC3(CCCCC3C1(C#N)C#N)OC2=N (centres undefined)
    -5%, 3%, 11%, -2%, 9%, /, 3%, 1%
#18 O=C1CC(=O)Nc2cc(S(=O)(=O)N3CCOc4ccc(Cl)cc43)ccc2N1
    0%, -3%, /, /, /, /, 25%[76.3 µM], -1%
#19 O=C(NCc1ccc(Cl)cc1)c1cccnc1
    -1%, -4%, -5%, -7%, i, 1%, -19%, 3%
#20 O=C(Cn1c(=O)n(Cc2ccco2)c(=O)c2c3c(sc21)CCCCC3)Nc1ccccc1
    -9%, ?, -3%, 34%[activator], 13µM*, 2%, -1%, ?
#21 Cc1cnc(N)c2c(=O)oc3ccccc3c12
    4%, -5%, -10%, 17%, -8%, ?, -7%, -3%
#22 O=C(NCCCc1ccccc1)c1cnc2n(c1=O)CCS2
    -12%, 4%, -7%, 12%, i, -14%, -3%, 2%
#23 CC(C)OC(=O)CCCCCN1C(=O)CSC1=S
    -7%, 4%, -2%, 48%[activator], -8%, 3%, ?, 3%
#24 COc1ccc(CC(NC(C)=O)C(=O)NC2CCN(C(=O)c3cnccn3)CC2)cc1 (centres undefined)
    6%, -6%, -9%, 0%, -6%, -3%, 8%, -4%
#25 N#CC(c1cccc(Cl)c1)c1ccc2c(C(F)(F)F)cc(C(F)(F)F)nc2n1 (centres undefined)
    -2%, /, -1%, 27%, -6%, -2%, -18%, -1%
#26 CN(C)C(=O)N1CCCC(C(=O)NCc2cccs2)C1 (centres undefined)
    7%, 8%, 3%, -4%, 2%, -12%, 3%, 0%
#27 Cc1[nH]nc(N=CC2=C(O)CC(c3ccco3)CC2=O)c1-c1ccccc1 (centres undefined)
    1%, -1%, 5%, /, -4%, 4%, -14%, 0%
#28 COc1ccc(OCC(=O)N/N=C2\CCCCc3ccccc32)cc1
    2%, -2%[11.4 µM], -9%, 6%, -10%, -7%, -2%, 1%
#29 COC(=O)c1ccc(C23CC4(C2)[C@H](CN(C)[C@@H]4c2ccccc2)C3c2ccccc2)cc1 (some centres undefined)
    -1%&10%, /, -6%&5%, 10%&11%, 0%, /, 0%, -2%&-3%
#30 Cc1cc2occ(CC(=O)Nc3nccs3)c2cc1C(C)C
    -2%, /, -6%, 1%, i, -3%, -4%, -6%

Sorted by heavy-atom count (largest number first): part of the list above.
Every second line gives: TRb-SRC2 inh, L3MBTL1 block, aGlu spleen mod, RGS12 GoLoco inh, RECQ1 helicase, GAA inh, GAA glycogen mod, TR SRC2 fluor cs
#20 O=C(Cn1c(=O)n(Cc2ccco2)c(=O)c2c3c(sc21)CCCCC3)Nc1ccccc1
    -9%, ?, -3%, 34%[activator], 13µM*, 2%, -1%, ?
#24 COc1ccc(CC(NC(C)=O)C(=O)NC2CCN(C(=O)c3cnccn3)CC2)cc1 (centres undefined)
    6%, -6%, -9%, 0%, -6%, -3%, 8%, -4%
#6 CCOC(=O)N1CCN(C(c2ccccc2)c2sc3nc(C)nn3c2O)CC1 (centres undefined)
    8%, 23%, -1%, 2%, -13%, -4%, 2%, 1%
#22 O=C(NCCCc1ccccc1)c1cnc2n(c1=O)CCS2
    -12%, 4%, -7%, 12%, i, -14%, -3%, 2%

(cont.)
Every second line gives: TRb-SRC2 inh, L3MBTL1 block, aGlu spleen mod, RGS12 GoLoco inh, RECQ1 helicase, GAA inh, GAA glycogen mod, TR SRC2 fluor cs
#31 Cc1cc(Sc2nnc(/N=C/N(C)C)s2)c2ccccc2n1
    -6%, 3%, 6%, 3%, 0%, 2%[15.4 µM], 7%, -1%
#32 O=C(c1ccccc1Cl)N(Cc1ccc(Br)cc1)N1C(=O)CCC1=O
    -2%, 3%, 5%, -10%, i, ?, -10%, 0%
#33 COc1ccc(Cl)cc1C(=O)Nc1ccc(NC(=O)c2ccco2)cc1
    -20%, /, -5%, 8%, -11%, -11%, 4%, -4%
#34 CC1CCC2C(=O)N3C(CCC(C)C3c3ccccc3Br)C(=O)N2C1c1ccc(C#CCN(C)C)cc1 (centres undefined)
    -4%[11.2 µM], /, 0%[17.4 µM], /, 15%[11.5 µM], /, /, -4%[11.2 µM]
#35 Fc1ccc(-c2nnc3ccc(N4CCCC4)nn23)cc1
    -3%, 10%, -2%, 11%, -5%, 4%, 5%, 1%
#36 CSCCC(NC(=O)c1ccccc1)C(=O)Nc1ccc(NC(C)=O)cc1 (centres undefined)
    8%[53 µM], 1%, -3%, 3%, 1%, 2%, 5%, -1%[53 µM]
#37 FC(F)(F)c1cccc(NC(=S)Nc2ccc(Cl)c(Cl)c2)c1
    9%, 55%[activator], -6%, 8%, -5%, -13%, -25%, -5%
#38 CCN(CC)CCN1C(=O)C(=O)/C(=C(/O)c2c(C)[nH]c(C(=O)OC)c2C)C1c1cccnc1 (centres undefined)
    -4%, -8%, 9%, -7%, -10%, -13%, -3%, 1%
#39 O=C(NCc1ccccn1)c1ccc(=O)oc1
    3%, 16µM*, -3%, 7%, -10%, 7%, 12%, -1%
#40 Cc1ccc(C)c(S(=O)(=O)N/N=C/c2ccc(F)cc2)c1
    0%, -2%, 0%, 7%, i, 1%, -7%, -1%
#41 CCc1cccc(CC)c1-n1c(SCn2nnc3ccccc3c2=O)nnc1-c1cccnc1
    1%, /, -1%, -8%, -19%, ?, 3%, 0%
#42 COc1ccccc1CN1CCNC(=O)C1CC(=O)N(C)Cc1ccon1 (centres undefined)
    6%, 1%, 8%, -1%, -4%, -3%, -7%, 0%
#43 O=C(CSc1nccn1-c1cccc(Cl)c1)NC1CCCC1
    -3%, -8%, -15%, 6%, 0%, -4%, -2%, -5%
#44 NC(=O)CC(NC(=O)Cc1cccc2ccccc12)c1ccc(NCc2ccccc2)c([N+](=O)[O-])c1 (centres undefined)
    -7%, /, -3%, 6%, -3%, /, 2%, 0%
#45 CCN1CCN(C(=O)c2ccc3c(=O)n(C4CCCC4)c(=S)[nH]c3c2)CC1
    0%, 13%[11.4 µM], -7%, 6%, -13%, 2%, 2%, -2%
#46 COc1ccc(OC)c(C2C=C(c3ccc(C)c(C)c3)Nc3nnnn32)c1 (centres undefined)
    -12%, -5%[11.4 µM], -6%, 3%, i, -2%, -18%, 1%
#47 Cn1c(=O)c2c(nc(CN3CCc4ccccc4C3)n2Cc2ccc(Cl)cc2)n(C)c1=O
    -24%, -7%, 3%, -4%, 2%, 1%, -3%, -2%
#48 O=C(NCc1cccs1)C1CCN(c2ccc(S(=O)(=O)N3CCOCC3)cc2Cl)CC1
    -14%, 6%, -6%, -17%, -3%, ?, -5%, 1%

Looked up one by one from above (three):
Every second line gives: TRb-SRC2 inh, L3MBTL1 block, aGlu spleen mod, RGS12 GoLoco inh, RECQ1 helicase, GAA inh, GAA glycogen mod, TR SRC2 fluor cs
#48 O=C(NCc1cccs1)C1CCN(c2ccc(S(=O)(=O)N3CCOCC3)cc2Cl)CC1
    -14%, 6%, -6%, -17%, -3%, ?, -5%, 1%
#47 Cn1c(=O)c2c(nc(CN3CCc4ccccc4C3)n2Cc2ccc(Cl)cc2)n(C)c1=O
    -24%, -7%, 3%, -4%, 2%, 1%, -3%, -2%
#35 Fc1ccc(-c2nnc3ccc(N4CCCC4)nn23)cc1
    -3%, 10%, -2%, 11%, -5%, 4%, 5%, 1%
